Bioassay records from PubChem BioAssay.
M1AAP inhibition = malaria alanyl aminopeptidase activity blockers – biochemical, fluorogenic H-Leu-NHMec substrate, 1536-well (AID 1445); inhibition, % at 30 µM, or IC50 in µM where a hit was titrated; recombinant M1AAP, H-Leu-NHMec fluorogenic kinetic assay; higher % means a stronger effect; 220,000 tested, 0.42% active;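 active means primary inhibition above the hit cutoff, then over 50% inhibition at one or more dose response concentrations, cut at about 23% in these data, passing the limit was not always enough; inconclusive means conflicting primary data, or primary hits not chosen for dose response; inactive means low primary inhibition, or under 50% at every dose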;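 further: plate controls were DMSO full reaction for no effect and no enzyme background for full effect; strong numbers were not always called active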
PMI inhibition = human PMI inhibitors, high substrate, primary screen, biochemical, fluorescence intensity, high mannose 6-phosphate (AID 1220); recombinant PMI enzyme, coupled fluorescence intensity; higher % means a stronger effect; 190,000 tested, 0.66% active; inhibition, % at 20 µM; hits with a dose series show IC50 in µM
CSM14.1 death rescue = protection against thapsigargin-triggered cell killing – 384-well, CSM14.1, ATP luminescence, primary screen (AID 1222); CSM14.1 thapsigargin-induced death rescue, ATP luminescence; higher % means a stronger effect; one-dose cellular ATP content (survival), % at 20 µM; EC50 in µM for titrated hits; 190,000 tested, under 10 active;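 active means EC50 below 50 µM in the dose-response confirmation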;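 further: death triggered by thapsigargin at about 15 µM added after 2 h compound pretreatment; cell ATP read after overnight thapsigargin exposure of roughly 18 to 22 hours; normalized against plate controls of thapsigargin alone and 5% DMSO vehicle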
UTI89 phage lysis = protection from phage-mediated lysis, alamar blue read-out – E. coli UTI89, K1F phage, bacterial capsule biogenesis inhibitors (AID 488966); 340,000 tested, 0.02% active; inhibition, % at 100 µM; hits with a dose series show IC50 in µM; E. coli UTI89 K1F phage lysis, alamar blue, 2 h; higher % means a stronger effect;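 active means phage lysis inhibition, versus mean bacterial control, above a set limit; inconclusive means no clear call, values can overlap the other calls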;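 further: capsule biogenesis inhibitors block K1F phage lysis so surviving cells raise fluorescence; higher fluorescence means more inhibition of phage lysis; actives were called in the ten point dose series up to 300 µM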
WT yeast gro inh = growth inhibition of WT yeast, mitochondrial fusion screen. inhibition, % at 10 µM. mitochondrial fusion phenotypic screen, WT strain. 190,000 tested, 2.1% active; in the data active means inhibition above about 58%; tested in S. cerevisiae
Lipid droplet = hepatic lipid droplet formation modulation. AML12 mouse hepatocytes, oleate lipid droplets, BODIPY imaging. inhibition, % at 6.5 µM. 240,000 tested, 0.4% active. AID 1656;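 active means lipid droplet intensity inhibited by at least 50%, with more than 500 cells counted; inconclusive means wells with under 300 cells, treated as cytotoxic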
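Assay system: AML12 hepatocytes (mouse) / Also added: 100 µM oleic acid challenge / Times: overnight treatment with compound plus oleate / Detection: high-content imaging of BODIPY-stained droplets and DAPI nuclei / Evaluation: % inhibition of lipid droplet signal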
human PMI inhibition = inhibitors of human PMI, primary screen, biochemical, fluorescence intensity, coupled assay (AID 1209) | purified PMI enzyme, coupled fluorescence intensity; higher % means a stronger effect | inhibition, % at 20 µM, or IC50 in µM where a hit was titrated | 190,000 tested, 0.42% active;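 further: plate controls were DMSO vehicle for no effect and wells lacking substrate for full effect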
Myeloid diff 2 = compounds promoting myeloid differentiation. calls only at 10 µM. ER-HoxA9 myeloid progenitors, lysozyme-GFP differentiation, flow cytometry. AID 624256. 360,000 tested, 1% active;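 active means normalized GFP-positive differentiation at or above the plate's own cutoff, the solvent-only control mean plus 3 SD; inconclusive means no clear call, values can overlap the other calls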;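 further: cells exposed to compound for four days before flow analysis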
TNAP activation fold = stimulation of alkaline phosphatase TNAP activity – biochemical, luminescent, no phosphate acceptor, uHTS, primary screen (AID 1001); purified TNAP, luminescent activation assay, no phosphate acceptor; higher activation fold means a stronger effect; activation fold at 20 µM; hits with a dose series show EC50 in µM; 200,000 tested, 0.03% active; in the data active means activation fold from about 3, or a potency from the dose series; inactive means the rest, 99 in 100 with activation fold below about 1.6; further: many of its hits are not listed in these tables
WT yeast gro inh mutant strain = recorded beside WT yeast gro inh, whose call it bears; inhibition, %; mitochondrial fusion phenotypic screen, mutant strain inhibition
Lipid droplet cells 6.5 µM = also measured in Lipid droplet; calls as there; cell count; measured here: cell count, cytotoxicity flag;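 cells counted across two imaged fields per well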
Myeloid diff 2 GFP+ MAC1+ % = also measured in Myeloid diff 2; calls as there; GFP+ MAC1+ double positive, %; measured here: differentiation confirmed by MAC1 staining
* = called active by the depositor; i = inactive; ? = inconclusive; . = not tested or not shown; [ ] = another dose, or the depositor's remark. Unless noted, no stated cut-off is given here; in the data, active means inhibition above about 50%; inactive means the rest.

SMILES	M1AAP inhibition	PMI inhibition	CSM14.1 death rescue	UTI89 phage lysis	WT yeast gro inh	WT yeast gro inh mutant strain	Lipid droplet	Lipid droplet cells 6.5 µM	human PMI inhibition	Myeloid diff 2	Myeloid diff 2 GFP+ MAC1+ %	TNAP activation fold
Cc1c(C(=O)Nc2ccc(Br)cc2)cnn1C	-2%	-4%	-4.7%	0.4%	-2	-5	0	695	-8%	i	0.4	1
CCCCNC(=O)CCCCCn1c(=O)[nH]c2cc(C(=O)OC)ccc2c1=O	4%	5%	-1.3%	0.0%	3	-16	9	667	8%	i	0.3	1.1
CN(/N=C\c1ccc(O)c(O)c1)c1nc(-c2ccccc2)cc(-c2ccccc2)n1	5%	4%	-5.0%	1.6%	71*	57*	.	.	32%	i	0.4	0.8
CC1=C(C#N)C(Nc2ccc(Cl)cn2)(C(F)(F)F)C(=O)N1 (stereo unspecified)	10%	7%	-2.4%	0.2%	-5	5	.	.	5%	i	0.7	1.1
NNC(=O)c1ccc2[nH]c3c(c2c1)CCCC3	9%	-1%	-1.6%	0.0%	10	1	14	704	3%	i	0.2	1
Cc1cccc(N2C(=O)CC(Sc3nc(C)c4c(n3)CCCC4)C2=O)c1 (stereo unspecified)	5%	16%	1.5%	-0.1%	-2	-2	2	681	18%	i	11	1
CCCc1nc(-c2cc3ccc(C)cc3[nH]c2=O)no1	8%	-9%	-1.5%	-0.1%	0	-2	-5	729	-13%	i	0.3	1.1
COC(=O)CSCC(=O)Nc1nnc(-c2cccc(C)c2)s1	-4%	5%	-1.2%	0.2%	-9	5	5	687	-2%	i	0.6	1
CCN(C(=S)NC(=O)c1ccccc1Br)C1CCCCC1	6%	6%	2.7%	3.8%	41	9	-6	722	4%	i	0.1	1.1
COC(=O)c1c(NC(C)=O)sc(C(=O)Nc2ccccc2)c1C	4%	4%	-2.0%	-0.5%	-5	-8	14	760	7%	i	0.2	1
CCN(CC)CCN1C(=O)C(=O)/C(=C(/O)c2cnn(-c3ccccc3)c2C)C1c1cccs1 (stereo unspecified)	10%	-96%	-2.0%	.	4	3	.	.	-58%	.	.	1
Cc1cc(C)cc(C(=O)OCC(=O)NCC(F)(F)F)c1	-12%	0%	-2.5%	5.8%	11	6	.	.	1%	i	0.5	1.1
COc1ccc(NC(=O)CN(c2ccccc2)S(=O)(=O)N(C)C)cc1OC	0%	-4%	-2.6%	1.8%	-12	-13	5	701	3%	i	1.3	1.1
Cc1ccc(C(=O)CSc2nnc(-c3cccs3)n2C)o1	0%	-4%	0.5%	0.0%	1	-8	.	.	-11%	i	2.2	1
CCOC(=O)N/N=C1\CC(C)CC(C)(C)C1 (stereo unspecified)	-2%	4%	19%	1.8%[50 µM]	-7	2	14	673	4%	i	0.8	1.1

Of the compounds above, 3 have four or more nitrogen atoms:
SMILES	M1AAP inhibition	PMI inhibition	CSM14.1 death rescue	UTI89 phage lysis	WT yeast gro inh	WT yeast gro inh mutant strain	Lipid droplet	Lipid droplet cells 6.5 µM	human PMI inhibition	Myeloid diff 2	Myeloid diff 2 GFP+ MAC1+ %	TNAP activation fold
CN(/N=C\c1ccc(O)c(O)c1)c1nc(-c2ccccc2)cc(-c2ccccc2)n1	5%	4%	-5.0%	1.6%	71*	57*	.	.	32%	i	0.4	0.8
CC1=C(C#N)C(Nc2ccc(Cl)cn2)(C(F)(F)F)C(=O)N1 (stereo unspecified)	10%	7%	-2.4%	0.2%	-5	5	.	.	5%	i	0.7	1.1
CCN(CC)CCN1C(=O)C(=O)/C(=C(/O)c2cnn(-c3ccccc3)c2C)C1c1cccs1 (stereo unspecified)	10%	-96%	-2.0%	.	4	3	.	.	-58%	.	.	1

Additional compounds follow:
SMILES	M1AAP inhibition	PMI inhibition	CSM14.1 death rescue	UTI89 phage lysis	WT yeast gro inh	WT yeast gro inh mutant strain	Lipid droplet	Lipid droplet cells 6.5 µM	human PMI inhibition	Myeloid diff 2	Myeloid diff 2 GFP+ MAC1+ %	TNAP activation fold
COc1ccc2c(c1)c(C(=O)N/N=C/c1cccc(Br)c1)c(C)n2C	0%	.	.	-0.1%	.	.	7	707	.	i	0.7	.
COc1ccc(NC(=O)COn2nnc3ccc(Cl)cc32)cc1OC	1%	12%	-1.5%	6.3%	-9	4	.	.	11%	i	4.4	1.1
CCn1c(-c2csc3c2CCC(C)C3)n[nH]c1=S (stereo unspecified)	1%	0%	-1.0%	0.3%[50 µM]	47	15	6	593	5%	i	0.5	1.5
N=c1sccn1CC(=O)Nc1ccc(Cl)cc1[N+](=O)[O-]	1%	.	.	-0.6%[50 µM]	.	.	-3	738	.	i	0.6	.
CSc1ncccc1C(=O)OCC(=O)Nc1ccc(S(=O)(=O)N2CCCC2)cc1	-1%	14%	8.8%	5.2%	-2	-12	4	674	8%	i	0.8	1.1
CC(=O)N1CCN(c2ccc(NCc3ccccc3)cc2)CC1	8%	20%	-0.8%	0.1%	-44	-2	.	.	10%	i	0.8	1.1
CN(C)NC1CC(=O)N(c2ccccc2)C1=O (stereo unspecified)	11%	-10%	0.6%	-4.1%	-9	-3	13	730	-4%	i	0.3	1
CCOC(=O)Nc1cc(C(=O)OC)ccc1C	4%	8%	0.3%	-0.1%	-10	-15	6	766	2%	i	1.3	1.1
CN(C(=O)c1ccc(Cl)c(S(=O)(=O)N2CCOCC2)c1)c1ccccc1C(=O)O	10%	1%	-1.0%	2.3%	2	8	.	.	-5%	i	1.6	1.1
COC(=O)c1cc(NC(=O)Nc2cc(OC)ccc2OC)cc(C(=O)OC)c1	3%	7%	2.9%	0.7%	18	14	.	.	11%	i	1.0	1.1
O=C(NNC(=S)Nc1cccc(C(F)(F)F)c1)c1cccc(Cl)c1	-16%	-9%	-2.2%	-0.7%[50 µM]	37	-4	2	608	3%	i	0.2	1.2
COc1ccc(-c2nc(C)c(C(C)=O)n2O)cc1	8%	2%	-1.1%	0.6%	18	-10	.	.	3%	i	0.8	1.1
CCNC(=S)/N=C(\N)Nc1nc(C)c2cc(C)ccc2n1	0%	4%	0.6%	0.1%	42	26	0	717	8%	i	0.3	1.1
Cc1ccc(S(=O)(=O)N2CCOCC2)cc1C(=O)Nc1ccc(-c2cn3ccsc3n2)cc1	4%	-15%	-1.0%	0.4%	-3	8	-42	608	-4%	i	1.0	1
CC(=O)c1cccc(CN2CCCC(CCC(=O)NCc3ccc(F)c(F)c3)C2)c1 (stereo unspecified)	16%	5%	-0.9%	0.1%	-2	-4	-6	688	9%	i	0.1	1
Cc1cc(S(=O)(=O)N2CCN(c3ccccc3C)CC2)ccc1F	7%	10%	.	1.0%	61*	33*	-26	555	12%	i	1.2	1
O=C(O)c1cc(NS(=O)(=O)c2ccc(NC3CCCCC3)c([N+](=O)[O-])c2)cc(C(=O)O)c1	.	9%	-0.5%	0.8%	-1	-4	0	633	11%	i	1.1	1
C=CCn1c(SC(C)C(=O)NCc2ccc3c(c2)OCO3)nnc1C1CCCCC1 (stereo unspecified)	-1%	-16%	-2.1%	0.1%	10	-9	.	.	-20%	i	6.8	0.9
Cc1cc(-c2ccccc2)n2ncc(C#N)c2n1	6%	-7%	2.8%	-1.7%	2	1	.	.	-7%	i	3.1	1.1
Cc1nnc(-c2ccccc2)nc1N1CCOCC1	-3%	6%	-0.5%	0.0%	14	9	.	.	-2%	i	0.2	1.1
CCOC(=O)c1c(NC(=O)c2nc3n(n2)C(C(F)F)CC(C)N3)sc2c1CCCC2 (stereo unspecified)	1%	-10%	0.2%	0.2%	2	13	.	.	-2%	i	5.1	0.9
Cc1ccc(C(=O)OCC(=O)Nc2sc3c(c2C#N)CCCC3)cc1NC(=O)c1ccco1	5%	-3%	2.9%	5.2%	8	15	-3	712	1%	i	2.3	0.9
Oc1ccccc1-c1csc(-c2ccccc2)n1	0%	14%	-1.8%	1.2%	33	44	3	697	13%	i	0.7	1
CCn1c(SCC(=O)N2CCOCC2)nnc1-c1cccs1	9%	3%	-1.2%	0.6%	1	-1	.	.	-2%	i	1.9	0.9
O=C1N(Cc2ccccc2)CCCC12CCCN(Cc1ccccc1)C2=O	8%	10%	3.3%	0.5%	-14	9	-16	768	16%	i	0.5	1
O=C(CNc1cc(S(=O)(=O)N2CCCC2)ccc1OCC(F)(F)F)Nc1ccc(SC(F)F)cc1	-1%	4%	-3.0%	-0.2%	-2	16	-15	546	8%	i	0.9	1.1
COc1ccc(C2c3ccc(O)cc3Oc3ncn(CC(C)C)c(=N)c32)cc1 (stereo unspecified)	13%	.	.	0.3%	.	.	23	716	.	i	0.2	.
CN(C)c1ccc(P(=O)(OCc2ccccc2)C(O)c2ccc(Cl)cc2)cc1 (stereo unspecified)	4%	.	.	0.3%	.	.	-7	724	.	i	0.4	.
Cc1ccc2oc(=O)c3cnn(CC(=O)NCCN4CCOCC4)c3c2c1	6%	0%	.	-1.6%	6	7	-4	667	1%	i	1.5	1.1
COc1ccc(-n2nnnc2SCC(=O)NNC(=O)c2ccc([N+](=O)[O-])cc2)cc1	17%	-10%	-1.8%	0.2%	-17	1	17	712	-2%	i	0.4	1.5
O=S(=O)(c1ccc(-c2csc(-c3cccnc3)n2)cc1)N1CCCCC1	-3%	-2%	0.8%	0.5%	22	-2	0	711	-5%	i	1.5	1
COc1ccc(-c2c(=O)n(OCc3ccccn3)c3ccccc3[n+]2[O-])cc1OC	7%	27%	-0.8%	3.2%	7	2	4	746	-8%	i	1.1	1.1
O=S(=O)(Cc1cccc(F)c1)c1c[nH]c2ccccc12	4%	10%	-0.7%	2.9%	9	-3	.	.	0%	i	3.4	1.1
COc1cccc(NC(=S)N2CCc3cc(OC)c(OC)cc3C2COc2ccc3c(C)cc(=O)oc3c2)c1 (stereo unspecified)	5%	4%	0.1%	3.8%	21	4	18	373	15%	i	1.3	1.3
CCOC(=O)c1ccc(NC(=O)Nc2ccc(S(N)(=O)=O)cc2)cc1	3%	8%	.	?	-12	2	7	715	14%	i	0.2	1.1
CC(=O)N1CCN(C(=O)c2cc(S(=O)(=O)Nc3ccc(S(C)(=O)=O)cc3)ccc2Cl)CC1	4%	-42%	-0.8%	0.9%	-17	2	-2	663	-29%	i	0.1	1.1
Cc1ccc(-c2csc(C3C(N)=NC(S)=C(C#N)C34CCCCC4)n2)cc1 (stereo unspecified)	-1%	10%	-1.0%	0.3%	6	4	1	777	13%	i	0.8	1
O=C(Oc1cccc(NC(=O)c2ccco2)c1)c1ccc(Br)c(S(=O)(=O)N2CCCCC2)c1	-2%	3%	-3.5%	1.4%	.	.	1	766	1%	i	1.1	1
